ATXN2 expr inh: ATXN2 expression inhibition; AID 1745845; actives 0.72% (n = 360,000); Potency, µM (titrated, usually from 57 µM), without a hit: at the highest dose activity change, negative = inhibition, hits mostly inhibitors; HEK-293 ATXN2-luciferase reporter, luminescence, 24 h; note: potency is the fitted concentration of half-maximal effect; % is set by controls: 0 for no effect and ±100 for the full control effect; nearly all actives have a fitted effect of over 55% in size
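qHTS (up to 57 uM final) was run with 24 h compound exposure of reporter cells at 37 °C. Each well was multiplexed: SteadyGlo luminescence measured ATXN2-luciferase expression after a fluorogenic Gly-Phe-AFC viability readout (25 uM final).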
HepG2 viability: kills HepG2 cells in TGF-b inhibitor counter-screen | actives 0.76% (n = 410,000) | Potency, µM (top dose mostly 46.1 µM), for inactives: at the top dose activity change, negative = cytotoxicity, most hits filed as cytotoxic | AID 588856 | HepG2 CAGA-GFP viability, ATP luminescence, 18 h; note: potency is the fitted concentration of half-maximal effect; some results filed as inactive show a strong effect at the top dose
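HepG2 CAGA-GFP cells (1000/well, DMEM with 1% FBS) received compound, then TGF-beta at 500 pg/mL final, and were incubated 18 hours at 37 degrees C. Viability was read by CellTiter-Glo luminescence. Media-only wells were set as complete cell-killing and DMSO as no toxicity.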
MCF10A rereplic: DNA re-replication induction in MCF 10a cells. MCF 10A DNA re-replication, Hoechst nuclear intensity, 48 h. Potency, µM (highest dose often 46.1 µM), for the others: at the highest dose activity, positive = re-replication, most hits filed as activators. actives 2.9% (n = 350,000); note: potency is the fitted concentration of half-maximal effect; % of control where 0% means no effect; nearly all actives have a fitted effect of over 50% in size
SW480 rereplic: DNA re-replication induction in SW480 cells. AID 624297. SW480 DNA re-replication, Hoechst DNA content imaging, 48 h. actives 1.8% (n = 340,000). Potency, µM (highest dose often 46.1 µM), inactives show top-dose re-replication activation, most hits filed as activators; note: potency is the fitted concentration of half-maximal effect; % of control where 0% means no effect; nearly all actives have a fitted effect of over 55% in size
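Quantitative HTS format with DMSO vehicle controls; 48 hr drug incubation at 37 C, then 40 min Hoechst staining and scanning imager measurement at 405 nm excitation.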
ATXN viability: cell viability loss in ATXN counter-screen. Potency, µM (titrated, usually from 56.7 µM), most hits filed as cytotoxic. S2 cells (HEK-293 line with an ATXN2-luciferase reporter) viability, CellTiter-Fluor protease fluorescence, 24 h. AID 651635. actives 0.49% (n = 400,000); note: potency is the fitted concentration of half-maximal effect; nearly all actives have a fitted effect of over 40% in size
HT1080 IDH1KD tx: HT-1080 IDH1 knockdown cell toxicity (counter line) | actives 2% (n = 360,000) | HT-1080 IDH1 knockdown viability, ATP luminescence, 48 h | AID 686971 | Potency, µM (titrated, usually from 46.1 µM), for inactives: top-dose activity, negative = toxicity, hits mostly cytotoxic;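 note: potency is the fitted concentration of half-maximal effect; 0% = DMSO wells and -100% = cell-free medium wells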
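In this qHTS, HT-1080 cells depleted of IDH1 are exposed for 48 h at 37 °C to compound titrations. Toxicity is scored from CellTiter-Glo luminescence, with DMSO as full viability and medium alone as none.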
IL-1B inflam inh: blocks inflammasome-driven IL-1 beta release | THP-1 LPS/ATP IL-1B secretion, AlphaLISA, 16 h; active compounds read low | activity change, % at 57.5 µM | AID 743279 | actives 4.7% (n = 360,000); in the data active = activity change below about -50%; inconclusive = mostly about -30% to -49%; note: % is set by controls: 0 for no effect and ±100 for the full control effect
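THP-1 cells pretreated 1 hr with compounds (up to 57.5 uM final), then stimulated with LPS (250 ng/mL final) plus ATP (1.25 mM final); secreted IL-1B measured by AlphaLISA after 16 hr, decreased signal indicating inhibition.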
KB-3-1 cytotox: kills parental KB-3-1 adenocarcinoma cells. KB-3-1 viability, CellTiter-Glo ATP luminescence, 72 h. Potency, µM (series often up to 46.1 µM), without a hit: top-dose activity change, negative = cytotoxic, most hits filed as cytotoxic. actives 1.4% (n = 400,000). AID 1347075; note: potency is the fitted concentration of half-maximal effect; % is set by controls: 0 for no effect and ±100 for the full control effect; nearly all actives have a fitted effect of over 60% in size
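KB-3-1 cells, DMEM (no phenol red) + 10% FBS; compound by pin transfer, 72 h, 37 °C. Readout: CellTiter-Glo luminescence after 10 min. Data normalized, curve-fitted.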
HT1080NT lethal: kills 2HG-producing HT-1080-NT fibrosarcoma cells | HT-1080-NT fibrosarcoma viability, CellTiter-Glo ATP luminescence, 48 h | Potency, µM (highest dose often 46.1 µM), for inactives: at the highest dose activity, negative = less viability, usual class: cytotoxic | actives 1.6% (n = 360,000) | AID 686970;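 note: NT is the 2HG producing partner of a matched IDH1 knockdown line; potency is the fitted concentration of half-maximal effect; 0% = DMSO-treated cells and -100% = media-only wells without cells; nearly all actives have a fitted effect of over 55% in size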
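750 cells/well, RPMI + 5% FBS; 2 h settle, compound pin-transfer, 48 h at 37 degrees C. CellTiter-Glo 10 min RT, luminescence. Normalized to DMSO and media-only wells.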
* = called active by the depositor; i = inactive; ? = inconclusive; · = no result given; & = joins results of further samples; [ ] = dose if it differs, or a comment. Unless noted, calls come from the whole dose curve; as a rule, active = well fitted curve in the direction sought with a large enough effect; inconclusive = small, poorly fitted or top-dose-only effect, or another doubt; inactive = no such curve, though single readings can be large; an effect the other way counts as inactive or inconclusive. Compounds as they come. About 8.9% of those tested had a hit in this group.

mol,ATXN viability,KB-3-1 cytotox,IL-1B inflam inh,HT1080NT lethal,HepG2 viability,ATXN2 expr inh,HT1080 IDH1KD tx,MCF10A rereplic,SW480 rereplic
COc1cc(NC(=O)c2ccc(C(=O)Nc3cc(OC)c(Cl)cc3OC)cc2)c(OC)cc1Cl,i,5%,·,·,-1%,8%,·,·,·
COc1ccc(NC(=S)NCCCN2CCCC2)cc1,i,12%,12,13%,-30%,5%,22%,0%,-5%
CC(C)c1ccc(N(CC(=O)NC2CCCC2)C(=O)CCC(=O)Nc2nccs2)cc1,i,-17%,-22,12%,-1%,-10%,1%,24%,-6%
CC(=O)NCCNC(=O)C1Cc2c(-c3ccccc3Oc3ccccc3)ccnc2O1 (stereo unspecified),i,0%,-8,14%,-6%,5%,2%,·,·
CN(C)S(=O)(=O)c1cccc(NC(=O)CCCC2CCCCC2)c1,?,-11%,49,0%,-22%,-4%,-6%,-8%,-3%
COc1ccc(CCNC(=O)c2cc(=O)c3cc(C)ccc3o2)cc1OC,i,?,24,-1%,-5%,·,2%,1%,-9%
CC(=O)c1cc(-c2ccccc2)n(CC(=O)NC2CCCCC2)c1C,i,1%&5%,8,6%,2%&9%,2%,3%,14%,-12%
COc1ccc(-c2[nH]ncc2CN2CCN(C(=O)c3ccco3)CC2)cc1F,i,2%,-14,-11%,-2%,-8%,4%,-5%,-15%
CCOC(=O)c1sc(NC(=O)CSc2n[nH]c(CC)n2)nc1C,?,2%,46,-2%,-5%,-15%,-10%,-31%[inhibitor],?
C=CCn1c(SCc2nc3cc(C(=O)OC)ccc3c(=O)[nH]2)nc2sc(CC)cc2c1=O,?,3%,5,-5%,-1%,-28%,-2%,8%,7%
Nc1nonc1OCCc1ccccc1,i,0%,-8,12%,-27%,21%,17%,-1%,-3%
COc1ccc(-n2nnnc2SCC(=O)Nc2nnc(C)s2)cc1,i,-10%,20,0%,-4%,5%,1%,10%,-5%
O=C1CCC/C=C/C[C@H](CC(=O)N(CCO)Cc2ccccc2)C(=O)N[C@@H](Cc2ccccc2)CO1,i,-1%,-9,-5%,10%,-7%,-1%,-1%,-1%
CC(O)[C@H]1CC[C@H]2[C@@H]3CC[C@H]4C[C@@H](O)CC[C@]4(C)[C@H]3C(=O)C[C@]12C (stereo partly specified),i,0%,-5,10%,-15%,-4%,9%,3%,7%
COc1nc(N(C)C)nc(N(C)c2cc(Cl)cc(Cl)c2)n1,i,-3%,2,0%,1%,-21%,1%,15%,0%

mol,ATXN viability,KB-3-1 cytotox,IL-1B inflam inh,HT1080NT lethal,HepG2 viability,ATXN2 expr inh,HT1080 IDH1KD tx,MCF10A rereplic,SW480 rereplic
CC1CCN(C(=O)CSc2nnc(CNc3ccc(F)cc3)n2Cc2ccco2)CC1,i,-3%,3,-3%,-25%,-7%,-4%,0%,?
CC(C)CNC(=O)c1ccc(Cl)c(Cl)c1,i,3%,-13,20%,-26%,-6%,19%,-1%,-15%
Cc1nn(CC(=O)NCc2cccc3ccccc23)c(=O)c2ccccc12,i,-18%,30,-1%,-9%,-19%,-1%,?,?
Cc1cccc(C)c1Nc1nnc(SCc2nc3ccccc3s2)s1,i,3%,2,-2%,-18%,60%[activator],-2%,?,4%
Cc1nc2ccc(C(=O)Nc3ccc(N(C)C)cc3)cc2s1,i,1%,-8,28%,-32%,-14%,16%,10%,-12%
COc1ccc(C(=O)Nc2cccc(S(=O)(=O)NC3=NCCC3)c2)cc1OC,i,18%,-8,1%,-1%,0%,5%,13%,-15%
COc1ccc(C(=O)/C=C/C(=O)N(Cc2ccccc2OC)C(C(=O)NC2CCCCC2)c2ccncc2)c(O)c1 (stereo unspecified),·,?,-78*,?,9%,24µM*,?,?,11%
O=C(CNC(=O)c1ccco1)OCC(=O)c1ccc2ccccc2c1,i,2%,3,13%,-4%,8%,21%,0%,0%
CCN1C(=O)S/C(=C/c2c(OCc3ccc(C(=O)O)cc3)ccc3ccccc23)C1=O,?,-1%,-1,?,-23%,-5%,?,6.5µM*,-405%[inhibitor]
Nc1ccc(C2CCCc3nonc32)c2nonc12 (stereo unspecified),i,21%,-22,-13%,2%,-3%,-19%,-3%,-1%
CCc1nc2ccc(C(=O)N3CCNC(=O)C3)cn2c1N(C)CCC(C)C,i,13%,-11,13%,2%,6%,20%,·,·
COC(=O)c1cc(S(=O)(=O)NCCN2CCOCC2)cn1C,?,9%,-5,11%,10%,7%,12%,3%,?
CCC(CC)NC(=O)CC(c1ccccc1)c1ccccc1,i,-6%,-14,13%,-3%,-12%,-4%,2%,-4%
CC1CCCCC12NC(=O)N(CC(=O)NCCc1ccccc1)C2=O (stereo unspecified),i,1%,15,9%,6%,33%,1%,-3%,-4%
CC1=C(C(=O)N2CCOCC2)C(c2cc(C)cs2)NC(=O)N1 (stereo unspecified),?,-3%,12,9%,-1%,3%,12%,-1%,-1%

Taken from above:
For HT1080 IDH1KD tx, CC(=O)c1cc(-c2ccccc2)n(CC(=O)NC2CCCCC2)c1C has 3%
For MCF10A rereplic, CC1CCN(C(=O)CSc2nnc(CNc3ccc(F)cc3)n2Cc2ccco2)CC1 has 0%
For SW480 rereplic, CC(C)c1ccc(N(CC(=O)NC2CCCC2)C(=O)CCC(=O)Nc2nccs2)cc1 has -6%
For SW480 rereplic, Nc1nonc1OCCc1ccccc1 has -3%
For IL-1B inflam inh, COc1ccc(C(=O)/C=C/C(=O)N(Cc2ccccc2OC)C(C(=O)NC2CCCCC2)c2ccncc2)c(O)c1 (stereo unspecified) has -78*
For HT1080NT lethal, COc1ccc(-c2[nH]ncc2CN2CCN(C(=O)c3ccco3)CC2)cc1F has -11%

(more compounds)
mol,ATXN viability,KB-3-1 cytotox,IL-1B inflam inh,HT1080NT lethal,HepG2 viability,ATXN2 expr inh,HT1080 IDH1KD tx,MCF10A rereplic,SW480 rereplic
COc1ccc(CCNC(=O)COC(=O)Cc2ccccc2F)cc1,i,?,-4,18%,-2%,-2%,20%,-33%[inhibitor],-14%
CCCCC(=O)Nc1nc2c(s1)COc1ccccc1-2,i,-4%,32,-14%,-23%,6%,-3%,15%,-3%
COC(=O)NNC(=O)C(C)Oc1ccc(Cl)cc1Cl (stereo unspecified),i,1%,37,-1%[9.24 µM],-3%,-4%,5%,1%,-3%
COc1ccc(CN2CCN(C(=O)c3ccccc3C(=O)c3ccccc3)CC2)cc1OC,i,-1%,9,2%,-6%,15%,-1%,-6%,-4%
O=c1c2ccccc2nnn1-c1ccc(Br)cc1,i,-5%,21,6%,-13%,35%[activator],10%,-2%,-9%
CCOC(=O)CSC1=C(C#N)C(c2ccccc2Cl)C(C(=O)OC)C(=O)N1 (stereo unspecified),i,-3%,-4,1%,-34%,-5%,3%,4%,2%
CCOC(=O)/C(N=Nc1ccc2c(c1)OCO2)=C(\C)O,?,1%,-5,-24%,-11%,49%[activator],-19%,-5%,-4%
CCNC(=O)C1(C)CCCN(C(=O)c2cc(OC)ccc2Br)C1 (stereo unspecified),i,0%,0,15%,1%,12%,1%,·,·
Cc1cc(C)cc(NC(=S)NC2CC3CCCC(C2)N3C2CCCC2)c1 (stereo unspecified),?,-10%,-3,7%,-28%,-25%,-9%,10%,17%
COc1ccc2oc(C(=O)NCCc3ccccc3)c(C)c2c1,i,5%,-27,4%,-9%,4.5µM*,-2%,?,-78%[inhibitor]
COc1cccc(CNC(=O)CN2C(=O)N(c3cccc(Cl)c3)S(=O)(=O)c3ccccc32)c1OC,i,0%,·,·,-21%,-10%,·,·,·
COc1ccc(OCC(=O)Nc2cc(-c3nn4c(C)nnc4s3)ccc2C)cc1,i,5%,-1,1%,1%,-3%,8%,-7%,-4%
Cn1c(=O)c(Sc2ccc(Cl)cc2)c(O)c2ccccc21,?,0%,12,-1%,-10%,-24%,-7%,-1%,-8%
CCOC(=O)c1sc2nc[nH]c(=O)c2c1C,i,?,-3,6%,-7%,17%,7%,4%,-14%
c1ccc(-c2nc(N3CCCCCC3)c3ccccc3n2)nc1,11µM*,3.7µM*,-84*,-28%,7%,?,?,?,15%

Of the compounds above, two have bromine.
mol,ATXN viability,KB-3-1 cytotox,IL-1B inflam inh,HT1080NT lethal,HepG2 viability,ATXN2 expr inh,HT1080 IDH1KD tx,MCF10A rereplic,SW480 rereplic
O=c1c2ccccc2nnn1-c1ccc(Br)cc1,i,-5%,21,6%,-13%,35%[activator],10%,-2%,-9%
CCNC(=O)C1(C)CCCN(C(=O)c2cc(OC)ccc2Br)C1 (stereo unspecified),i,0%,0,15%,1%,12%,1%,·,·

(more compounds)
mol,ATXN viability,KB-3-1 cytotox,IL-1B inflam inh,HT1080NT lethal,HepG2 viability,ATXN2 expr inh,HT1080 IDH1KD tx,MCF10A rereplic,SW480 rereplic
CSC(=NS(=O)(=O)c1ccc(C)cc1)SC,?,11%,-5,8%,4%,-33%,8%,6%,3%
CC(C)(CC(=O)O)CC(=O)N1CCCN(c2nc3ccc(Cl)cc3s2)CC1,i,-8%,-3,-9%,5%,-16%,-28%,3%,-4%
COC(=O)C1=CN(c2ccc(Oc3ccccc3)cc2)C(N)=C(C#N)C1c1cccc(OC)c1OC (stereo unspecified),·,?,35,5%,·,·,-2%,·,·
COc1ccccc1N(C)c1cc2c(c3c1ccn3C)C1CCC2C1 (stereo unspecified),i,-20%,-20,?,-8%,-4%,?,·,·
COc1ccc(CCC(=O)N2CCN(c3ccc(OC)cc3)CC2)cc1,i,11%,6,5%,5%,5%,4%,5%,7%
c1ccc(CNc2nc(NCC3CC3)nc3cc(-c4ccccc4)sc23)cc1,?,?,-116*,23µM*,-93%,?,?,·,·

Compound activity deposited in PubChem by National Center for Advancing Translational Sciences (NCATS).
